# Screens as filed in PubChem BioAssay.
# PGC1a acetyl inh: PGC1a acetylation modulation, inhibitor mode. U2OS PGC1a acetylation, AlphaScreen anti-acetyl-lysine; with virally co-expressed GCN5 acetyltransferase. AID 651687. 350,000 compounds, 0.17% hits. inhibition, % at 15.6 µM;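 active = every replicate shows inhibition of at least 40%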;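 also: 0% = neutral control wells and 100% = positive control wells; some results beyond the cut were filed as inactive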
# INS-1E GSIS act: primary screen for activators of insulin secretion dependent on glucose, INS-1E cells, GLuc reporter luminescence; INS-1E GLuc reporter insulin secretion, 2-3 h; activation, % at 16.6 µM; 370,000 compounds, 0.61% hits; AID 743287;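 active = lowest replicate activation of at least 40%, so every replicate reaches that level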;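 also: 0% = median of neutral control wells and 100% = median of IBMX positive control wells; some compounds called inactive have numbers as strong as hits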
# Statin myotox sup: suppressors of simvastatin-induced myotoxicity in C2C12 myotubes; ATP luminescence, 48 h; scaled: DMSO 0, geranylgeraniol control 100; rescue of ATP level, % at 7.49 µM; 330,000 compounds, 0.78% hits; AID 602340;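 active = mean ATP rescue above about 67%, or every replicate alone reaching that limit, limit read from the data, passing the limit was not always enough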;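 also: myotubes were challenged with 10 µM simvastatin during compound exposure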
# LGR2 antag: blocks bursicon-induced cAMP signaling via Drosophila LGR2 | AID 720647 | HEK293 LGR2, CRE-luciferase, bursicon-stimulated, 4 h | inhibition, % at 9.99 µM | 380,000 compounds, 0.35% hits;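 active = drop in luminescence signal, shown as inhibition above about 50% in the replicate tests, limit read from the data, passing the limit was not always enough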;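 also: agonist challenge used bursicon conditioned medium at about half maximal strength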
# PglD DTNB: blocks C. jejuni PglD acetyltransferase activity. inhibition, % at 12.5 µM. purified PglD enzyme, DTNB colorimetric CoA detection. 360,000 compounds, 0.098% hits; in the data active = inhibition above about 16%, passing the limit was not always enough; also: strong numbers were not always called active
# ARNT-TACC3 inh: ARNT/TACC3 interaction disruption; Q9Y6A5; AlphaScreen His-ARNT PAS-B/GST-TACC3 binding, luminescence; TACC3 fragment carries E629A point mutation; inhibition, % at 9.99 µM; 390,000 compounds, 0.66% hits;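 active = mean inhibition of replicates at least 50% and at least half of replicates each reaching 50%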;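 also: 0% = complete ARNT plus TACC3 wells and 100% = ARNT alone without TACC3; many hits fall short of the cut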
# Cneo AK release: causes C. neoformans cell lysis | lysis activity, % at 15 µM | 360,000 compounds, 0.2% hits | adenylate kinase release luminescence, 4 h; normalised: neutral wells 0, clomiphene wells 100;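 active = mean lysis activity across replicates of at least 80%, whatever share of replicates individually reach that level; inactive = mean lysis activity below 80%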
#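 Material: C. neoformans cells; Schedule: 4 h static compound exposure, 37 °C, read 1 h post-reagent; Measured by: adenylate kinase release luminescence; Read-out: signal increase indicating cell lysis; Controls: Clomiphene as positive lysis control.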
# PAX8 reporter: PAX8 transcriptional activity inhibition; AID 652154; 360,000 compounds, 1.2% hits; RMG-I TPO-luciferase reporter, SteadyGlo, 24 h; inhibition, % at 12.6 µM;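 active = mean replicate inhibition at least 60% with every replicate also reaching 60%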;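 also: luciferase light reporting Pax8 driven TPO promoter activity; plate controls were median of neutral control wells for no effect and mitoxantrone controls for full effect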
# * hit, by the source's call; · = no result given; & = joins results of further samples.
SMILES,PGC1a acetyl inh,INS-1E GSIS act,Statin myotox sup,LGR2 antag,PglD DTNB,ARNT-TACC3 inh,Cneo AK release,PAX8 reporter
CN1[C@@H]2Cn3c(ccc(-c4ccccc4)c3=O)[C@H]1[C@@H](C(=O)N1CCC(Cc3ccccc3)CC1)[C@@H]2CO,·,-10,12,9,0,3,44,·
C[C@@H]1CN([C@@H](C)CO)C(=O)c2cccc(NC(=O)Nc3ccc4c(c3)OCO4)c2O[C@@H]1CN(C)S(=O)(=O)c1cn(C)cn1,3,6,-29,-11,-2,0,4,·
c1ccc(CCNc2ncnc3scc(C4COc5ccccc5O4)c23)cc1 (stereo not drawn),·,·,·,·,0,-7,0,42
Cc1noc2ncnc(Sc3ccccc3Cl)c12,10,·,·,28,-17,·,-3,·
CCOC(=O)c1ccc2[nH]c3c(c2c1)CCCC3C(=O)OCC (stereo not drawn),1,·,·,·,0,-3,-7,·
O=C(NCc1ccccn1)c1ccc(CS(=O)(=O)Cc2ccc(Cl)cc2)o1,-10,·,4,·,-11,13,-3,·
CCCc1cn(CC[C@@H]2CC[C@@H](NC(=O)C3CCCCC3)[C@H](CO)O2)nn1,-8,4,-7,12,-4,-7,-2,0
COc1ccccc1-c1cnc2c(c1)C(=O)N([C@@H](C)CO)C[C@H](C)[C@H](CN(C)Cc1ccccc1)O2,-3,-4,-6,-12,3,6,-3,5
c1cn2c(-c3ccoc3)cncc2n1,·,2,5,-1,3,·,3,9
Cc1cccc2cc(/C=C/C(=O)c3ccco3)c(Cl)nc12,-12,-1,·,1,3,·,1,26
Nc1nc2cc3ccccc3cc2[nH]c1=O,6,-10,-6,-22,0,-5,0,5
CC12CCC(C(=O)NC3CCCC3)(CC1=O)C2(C)C (stereo not drawn),-3,·,1,·,1,-38,1,·
O=C(CCS(=O)(=O)c1ccccc1)Nc1cccc(-c2nc3ccccc3s2)c1,-13,-8,1,-18,-1,-11,8,-99
O=C(NC1CCCCCCC1)C1=COCCO1,11,·,8,·,1,-1,0,·
Cc1nc(C)c(C(=O)C2=C(O)C(=O)N(CCN(C)C)C2c2ccccc2)s1 (stereo not drawn),6,5,-3,0,0,-4,-1,·

# Part of the list above in order of formula weight, lowest first:
SMILES,PGC1a acetyl inh,INS-1E GSIS act,Statin myotox sup,LGR2 antag,PglD DTNB,ARNT-TACC3 inh,Cneo AK release,PAX8 reporter
Cc1noc2ncnc(Sc3ccccc3Cl)c12,10,·,·,28,-17,·,-3,·
CCOC(=O)c1ccc2[nH]c3c(c2c1)CCCC3C(=O)OCC (stereo not drawn),1,·,·,·,0,-3,-7,·
CN1[C@@H]2Cn3c(ccc(-c4ccccc4)c3=O)[C@H]1[C@@H](C(=O)N1CCC(Cc3ccccc3)CC1)[C@@H]2CO,·,-10,12,9,0,3,44,·

# Next part
SMILES,PGC1a acetyl inh,INS-1E GSIS act,Statin myotox sup,LGR2 antag,PglD DTNB,ARNT-TACC3 inh,Cneo AK release,PAX8 reporter
COc1ccc(N2CCN(CCNC(=O)CCN3C(=O)COc4ccccc43)CC2)cc1,-3,·,7,·,6,-2,-5,·
CN1C(=O)c2cc(NC(=O)Cc3ccccc3)ccc2OC[C@@H]2O[C@H](CC(=O)NCc3ccc(Cl)cc3)CC[C@H]21,-8,-10,-43,12,0,1,-2,18
Cc1csc(SCC(=O)NC(=O)NCc2ccccc2)n1,·,-10,·,·,1,3,2,·
CCOc1ccc(S(=O)(=O)N2CCN(C(=S)NC3CC3)CC2)cc1,-10,18,5,2,-1,11,4,14
CC1CC(OCC(O)C[N+]2(C)CCOCC2)CC(C)(C)C1 (stereo not drawn),·,8,·,7,·,-17,·,2
COc1ccc(CNC(=O)C2CCCN(S(=O)(=O)c3ccc(Br)s3)C2)cc1 (stereo not drawn),-11,-22,65,-1,6,-4,0,4
COc1ccc(-n2c(-c3ccccc3)nnc2-c2ccc(Cl)cc2)cc1,-10,·,-1,·,1,11,-1,3
O=C(Cc1ccccc1)NCc1ccccn1,1,13,5,-21,0,10,2,-6
COc1cc(C(=O)NCC(=O)OCC(=O)c2cccc3ccccc23)cc(OC)c1OC,·,-6,8,10,2,-6,0,1
Cc1c(C(=O)O)cccc1-n1c(C)cc(/C=N/Nc2ccc([N+](=O)[O-])cn2)c1C,-1,-18,·,19,·,17,·,-17
Cc1ccccc1S(=O)(=O)N[C@H]1CC[C@H](CCn2cc(-c3ccc(F)cc3)nn2)O[C@@H]1CO,4,1,2,0,1,6,-4,6
NC(=S)n1[nH]c(-c2ccc([N+](=O)[O-])cc2)c(N=Nc2cccc([N+](=O)[O-])c2)c1=O,-13,2,-25,-1,·,10,·,-1
C=CCc1ccc(OCCCCN2CC(C)CC(C)C2)c(OC)c1 (stereo not drawn),·,-5,-8,9,2,2,4,-15
COc1ccc(Nc2nnc(SCC(=O)NC3CCCC3)s2)cc1,-11,·,8,-11,0,·,-3,-8
COc1ccc(/C=C(\NC(=O)c2ccc(OC)cc2)C(=O)N2CCCCC2)cc1,-13,-8,1,-9,0,-3,-3,-28
Cc1noc(C)c1NC(=O)Nc1cccc2c1O[C@@H](CN(C)S(=O)(=O)c1ccc(Cl)cc1)[C@@H](C)CN([C@H](C)CO)C2=O,1,-2,-25,7,3,-1,-7,12
Cc1sc(N2CCN(S(=O)(=O)c3ccc4c(c3)NC(=O)CO4)CC2)nc1-c1ccccc1,-16,-9,30,-9,-2,8,0,40
C[C@H](CO)N1C[C@H](C)[C@@H](CN(C)C(=O)Nc2ccc(-c3ccccc3)cc2)OCc2ccccc2-c2c(n(C)c3ccccc23)C1=O,10,0,·,-17,·,·,·,39
CCN(CC)C(=S)NC(=O)c1cc(OC)c(OC)c(OC)c1,8,0,·,0,·,-2,·,10
COc1ccc(C(=O)OCC(=O)c2ccc(S(=O)(=O)N3CCCCC3)cc2)c(OC)c1,·,35,6,8,0,-3,-5,16
CCOc1ncccc1C(=O)OCC(=O)Nc1nnc(-c2ccccc2)o1,·,15,·,7,·,54*,·,-4
CCc1cccc(CC)c1NC(=O)COC(=O)C1(C)CC1(Cl)Cl (stereo not drawn),·,-7,-4,16,·,-3,·,-2
CCc1ccc(NC(=O)C(C)OC(=O)Cn2[nH]c(=O)c3ccccc3c2=O)cc1 (stereo not drawn),4,33,-4,-1,1,·,-1,-9
C=COc1ccc(N2C(=O)c3ccccc3OC2C)cc1 (stereo not drawn),11,-8,-5,-13,3,-7,-1,9
Cc1cccc2c1nc(-c1ccccc1)n1nnnc21,5,·,-3,·,-11,3,2,·
O=S(=O)(/N=C(\c1ccc(F)cc1)N1CCOCC1)c1ccccc1,5,4,-1,-17,2,·,0,-3
CCc1nc2ccc(C(=O)NCCCN3CCCC3=O)cn2c1N(C=O)CC,4,20,-13,11,-3,·,0,2
C[C@@H]1CN([C@H](C)CO)C(=O)c2cc(NC(=O)c3ccccc3)ccc2O[C@@H](C)CCCCO[C@H]1CN(C)C(=O)NC1CCCCC1,5,-27,·,11,0,-3,-10,22
O=C(C[C@@H]1CC[C@H]2[C@@H](COC[C@H](O)CN2Cc2cccc(-c3ccncc3)c2)O1)N1CCCCC1,-8,2,-13,-3,2,3,-3,20
CC(C)N=C(NC#N)SCc1ccccc1F,19,10,·,9,-2,-2,0,·
CCN(CC(=O)Nc1c(F)cccc1F)C(=O)c1ccc(C)c(S(=O)(=O)N2CCCCC2)c1,·,·,-4,·,3,2,2,·
O=[N+]([O-])c1ccc(NC2CCCC2)cc1,-7,-10,·,-23,-21,2,2,-14
CCCCN(CCCC)CCC(O)c1cc2c(Cl)cc(Cl)cc2c2cc(C(F)(F)F)ccc12 (stereo not drawn),-14,·,-6,3,-6,-4,63,-8
COc1cc2cc(CN(CCCO)S(=O)(=O)c3ccccc3)c(=O)[nH]c2cc1OC,-13,·,-34,·,-8,4,2,·
CCN(CC(=O)N(CC(C)C)c1c(N)n(CC(C)C)c(=O)[nH]c1=O)Cc1nc2ccccc2c(=O)[nH]1,-28,16,0,7,·,23,·,10
COc1ccc(S(=O)(=O)Nc2ccc3c(c2)CC(=O)N([C@@H](C)CO)C[C@H](C)[C@@H](CN(C)C(=O)Nc2ccc(C(F)(F)F)cc2)O3)cc1,1,-10,-23,-27,-2,-6,3,20
O=C(NCCc1nnc2ccccn12)c1cccs1,-1,-4,5,-5,2,-12,5,-21
Cc1ccc(OCC(=O)NC(=S)Nc2cccc(NC(=O)c3ccccc3)c2)cc1,-1,49*,·,0,-1,-6,0,27
Cn1cc(C2N3CC4(C)CN2CC(C)(C3)C4=O)c2ccccc21 (stereo not drawn),·,17,2,-16,3,0,-1,15
COc1ccc(Nc2nc(N)nc(C(F)(F)F)n2)c(OC)c1,11,·,-28,·,3,-14,7,-47
COc1ccc(C(c2nnnn2Cc2ccc(F)cc2)N2CCN(c3ccccc3)CC2)cc1 (stereo not drawn),-2,·,-18,·,0,-13,-2,·
C[C@H]1CCCCO[C@H](CN(C)S(=O)(=O)c2ccc(Cl)cc2)[C@@H](C)CN([C@@H](C)CO)C(=O)c2cc(NS(C)(=O)=O)ccc2O1,9,-4,6,-2,0,-2,0,-4
N#C[C@H]1[C@@H](c2ccccc2-c2ccccc2F)[C@@H](CO)N1C(=O)c1cccc(F)c1,-23,-12,·,-16,·,·,·,10
CO[C@H]1CN(C)C(=O)c2ccc(NS(=O)(=O)c3cn(C)cn3)cc2OC[C@H](C)NC[C@H]1C,5,-18,-9,-4,2,-1,-3,-3
COC(=O)Nc1ccc(S(=O)(=O)N(C)CC(F)(F)C(F)F)cc1,8,-9,·,·,·,19,·,4
COC(=O)C1=C(C)NC(C)=C([N+](=O)[O-])C1c1ccccc1C(F)(F)F (stereo not drawn),2&3,0,-12&-28,-4,-1&3,5&41,1&2,-5&9
CC(=O)N(c1ccc2oc(=O)sc2c1)S(=O)(=O)c1cccc2cccnc12,·,17,22,2,1,7,0,4

# Structural class, the entries above containing fluorine (11)
SMILES,PGC1a acetyl inh,INS-1E GSIS act,Statin myotox sup,LGR2 antag,PglD DTNB,ARNT-TACC3 inh,Cneo AK release,PAX8 reporter
Cc1ccccc1S(=O)(=O)N[C@H]1CC[C@H](CCn2cc(-c3ccc(F)cc3)nn2)O[C@@H]1CO,4,1,2,0,1,6,-4,6
O=S(=O)(/N=C(\c1ccc(F)cc1)N1CCOCC1)c1ccccc1,5,4,-1,-17,2,·,0,-3
CC(C)N=C(NC#N)SCc1ccccc1F,19,10,·,9,-2,-2,0,·
CCN(CC(=O)Nc1c(F)cccc1F)C(=O)c1ccc(C)c(S(=O)(=O)N2CCCCC2)c1,·,·,-4,·,3,2,2,·
CCCCN(CCCC)CCC(O)c1cc2c(Cl)cc(Cl)cc2c2cc(C(F)(F)F)ccc12 (stereo not drawn),-14,·,-6,3,-6,-4,63,-8
COc1ccc(S(=O)(=O)Nc2ccc3c(c2)CC(=O)N([C@@H](C)CO)C[C@H](C)[C@@H](CN(C)C(=O)Nc2ccc(C(F)(F)F)cc2)O3)cc1,1,-10,-23,-27,-2,-6,3,20
COc1ccc(Nc2nc(N)nc(C(F)(F)F)n2)c(OC)c1,11,·,-28,·,3,-14,7,-47
COc1ccc(C(c2nnnn2Cc2ccc(F)cc2)N2CCN(c3ccccc3)CC2)cc1 (stereo not drawn),-2,·,-18,·,0,-13,-2,·
N#C[C@H]1[C@@H](c2ccccc2-c2ccccc2F)[C@@H](CO)N1C(=O)c1cccc(F)c1,-23,-12,·,-16,·,·,·,10
COC(=O)Nc1ccc(S(=O)(=O)N(C)CC(F)(F)C(F)F)cc1,8,-9,·,·,·,19,·,4
COC(=O)C1=C(C)NC(C)=C([N+](=O)[O-])C1c1ccccc1C(F)(F)F (stereo not drawn),2&3,0,-12&-28,-4,-1&3,5&41,1&2,-5&9
